p97 inhibitor – inhibitors of human p97 ATPase; 220,000 compounds, 0.42% hits; recombinant p97 ATPase, Kinase-Glo ATP luminescence, 3 h; inhibition, % at 8 µM; AID 1481; in the data active = inhibition above about 15%;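 also: 0% = DMSO vehicle and 100% = wells lacking enzyme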
FXIa inh – blocks human coagulation factor XIa protease activity; P03951; purified FXIa, Boc-Glu-Ala-Arg-AMC fluorogenic substrate; inhibition, % at 5 µM; 220,000 compounds, 0.14% hits;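 active = inhibition of at least 40%; inactive = inhibition below 40%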;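 also: fluorescence of freed AMC excited at 355 nm; 0% = enzyme without compound and 100% = no enzyme blank; many of its hits are not listed in these tables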
Cl transport mod – modulators of human KCC2 chloride dependent transport; Q9H2X9; KCC2 cells, thallium flux FluoZin-2 fluorescence; B-score of Tl+ flux slope (higher = more flux/activation; lower = inhibition) at 10 µM; 190,000 compounds, 2.2% hits; AID 1456;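 active = thallium flux slope and its plate-corrected score both differing from the plate sample mean at a set confidence after two filtering rounds, in either direction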;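 also: slope of fluorescence scaled to starting intensity during 10 to 20 s after thallium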
Wee1 degr inh – blocks degradation of human Wee1 kinase; P30291; HeLa Luc-Wee1K328M stability, luciferase luminescence; 100% = proteasome inhibitor MG132 effect; reporter increase, % at 5 µM; 220,000 compounds, 1.2% hits; AID 1321;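 active = activation above the mean of all tested compounds plus 3 SD, set per screening run, cut at about 8.8% in these data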;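 also: cells exposed to compound for 20 h before luminescence read; 0% = DMSO alone and 100% = MG132 at 30 µM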
hK5 inh – inhibitors of human kallikrein 5 | inhibition, % at 5 µM | 210,000 compounds, 0.59% hits | recombinant hK5, fluorogenic AMC substrate cleavage;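 active = inhibition of 40% or more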;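 also: 0% = enzyme controls without compound and 100% = no-enzyme blanks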
Thrombin inh – inhibitors of human thrombin | 220,000 compounds, 0.26% hits | AID 1046 | alpha-thrombin, Boc-VPR-AMC fluorogenic substrate cleavage | inhibition, % at 5 µM | P00734;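 active = inhibition at or above 40%; inactive = inhibition below 40%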;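 also: 0% = enzyme with no compound and 100% = wells without enzyme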
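Material: human alpha-thrombin enzyme / Medium: pH 7.5 Tris (50 mM) with NaCl 150 mM, Tween 20 0.05% / Compound: single-point dosing at 5 µM, 0.2% DMSO / Incubation: enzyme reaction carried out at room temperature / Detection: AMC fluorescence, 355/460 nm / Read-out basis: percent inhibition scaled between no-compound controls and no-enzyme blanks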
FXIIa inh – blocks human coagulation factor XIIa protease activity; 220,000 compounds, 0.3% hits; inhibition, % at 5 µM; purified FXIIa, Boc-QGR-AMC fluorogenic substrate, 2 h; in the data active = inhibition above about 40%;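 also: 0% = enzyme with no compound and 100% = blank without enzyme; many of its hits are not listed in these tables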
Furin inh – inhibitors of human furin. AID 463115. 220,000 compounds, 0.061% hits. inhibition, % at 30 µM. purified furin, fluorogenic substrate cleavage; in the data active = inhibition above about 25%; also: inactives centre near -15
PERK inh – human PERK inhibition, primary cell-based screen. CHO PERK-DD fusion, SEAP luminescence translation reporter. inhibition, % at 5.6 µM. 220,000 compounds, 0.17% hits;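 active = inhibition above the mean inhibition of all tested compounds plus 3 SD, set separately per screening campaign, cut at about 2.9% in these data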;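 also: PERK kinase domain activated by AP20187 dimerizer at 100 nM; 0% = DMSO with dimerizer and 100% = rapamycin at 8.4 µM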
Target sequence (Q9NZJ5 whole entry, looked up, the tested form may be a part): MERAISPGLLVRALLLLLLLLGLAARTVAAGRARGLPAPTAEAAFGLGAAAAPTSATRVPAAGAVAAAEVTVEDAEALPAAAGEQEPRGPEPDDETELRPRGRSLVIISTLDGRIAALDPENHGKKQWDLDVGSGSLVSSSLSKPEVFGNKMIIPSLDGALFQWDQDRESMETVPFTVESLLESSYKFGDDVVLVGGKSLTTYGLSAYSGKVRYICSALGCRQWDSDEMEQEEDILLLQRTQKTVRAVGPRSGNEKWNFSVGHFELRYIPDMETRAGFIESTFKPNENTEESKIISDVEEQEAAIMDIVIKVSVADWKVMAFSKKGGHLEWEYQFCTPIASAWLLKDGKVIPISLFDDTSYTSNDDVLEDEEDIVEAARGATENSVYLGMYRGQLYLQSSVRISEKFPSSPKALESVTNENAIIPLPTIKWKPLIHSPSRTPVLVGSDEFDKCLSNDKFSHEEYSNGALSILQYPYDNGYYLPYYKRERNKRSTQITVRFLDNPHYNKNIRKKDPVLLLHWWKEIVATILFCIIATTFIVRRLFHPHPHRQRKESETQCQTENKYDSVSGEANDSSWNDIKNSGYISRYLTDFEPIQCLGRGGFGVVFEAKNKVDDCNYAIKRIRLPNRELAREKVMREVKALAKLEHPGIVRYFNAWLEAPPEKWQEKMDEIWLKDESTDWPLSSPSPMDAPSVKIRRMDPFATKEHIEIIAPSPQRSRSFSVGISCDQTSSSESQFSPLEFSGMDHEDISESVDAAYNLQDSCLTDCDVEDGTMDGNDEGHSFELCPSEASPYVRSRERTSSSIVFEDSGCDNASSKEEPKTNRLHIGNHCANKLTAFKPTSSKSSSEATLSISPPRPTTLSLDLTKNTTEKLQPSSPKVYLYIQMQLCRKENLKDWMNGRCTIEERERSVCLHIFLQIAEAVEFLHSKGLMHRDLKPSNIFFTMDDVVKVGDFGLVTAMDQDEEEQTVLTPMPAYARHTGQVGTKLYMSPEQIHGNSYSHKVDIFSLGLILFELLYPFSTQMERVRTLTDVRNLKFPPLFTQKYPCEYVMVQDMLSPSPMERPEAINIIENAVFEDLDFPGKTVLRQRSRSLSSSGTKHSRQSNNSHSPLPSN
Active calls of the source: *; . = no result given; [ ] = dose if it differs, or a comment.

SMILES | p97 inhibitor | FXIa inh | Cl transport mod | Wee1 degr inh | hK5 inh | Thrombin inh | FXIIa inh | Furin inh | PERK inh
COc1ccc(N(C(=O)c2ccco2)S(=O)(=O)c2cccs2)cc1 | 1 | 11 | -2.8* | -2 | -8 | 17 | 19 | -29[20 µM] | 0.5
NNC(=O)COc1ccc(C2SCCS2)cc1 | 6 | -5 | 0.32 | -3 | -4 | -9 | 3 | -31 | 0.1
CCOc1cc(/C=N/NC(=O)c2ccc(-c3csc(Nc4ccc(C)cc4)n3)cc2)ccc1OCC(=O)O | 2 | -2 | -1.6 | 4 | -4 | -9 | 0 | -16 | 1.6
CC(C)=Cc1oc2ccc([N+](=O)[O-])cc2c1N1CCOCC1 | 3 | -3 | 0.78 | 3 | -3 | -5 | 7 | -25 | 0.8
c1csc(Cc2nc3ccccc3[nH]2)c1 | 5 | 3 | 1.3 | 8 | 7 | 2 | 13 | -12 | 1.0
O=C(CSc1ccccc1)Nc1nccs1 | 7 | -7 | -0.47 | 3 | -3 | -22 | 5 | -34 | 0.7
COc1ccc(NS(=O)(=O)Cc2ccccc2)cc1OC | -5 | -3 | 0.86 | 3 | 2 | -2 | 6 | -11[20 µM] | -1.0
COc1cc(/C=N/NS(=O)(=O)c2ccc3ccccc3c2)ccc1OCCN1CCOCC1 | -2 | -2 | 0.00062 | 2 | -9 | -7 | 8 | -14 | -0.9
Cc1ccc(S(=O)(=O)c2c(N)n(CCCN(C)C)c3nc4ccccc4nc23)cc1 | 1 | -6 | 0.02 | -1 | -6 | -1 | -11 | -86 | -1.8
CCOc1ccc(N2C(=O)Nc3ccccc3C2(O)C(=O)N2CCN(c3ccccn3)CC2)cc1 (stereo not drawn) | 0 | 15 | 0.22 | -1 | 3 | -4 | 10 | -14 | 0.4
CNS(=O)(=O)c1cccc(C(=O)OCC(=O)Nc2ccc(Cl)cn2)c1 | 6 | 4 | 0.15 | 12* | 8 | 5 | 16 | -1 | 0.3
CC(C)(C)C1(O)CC(C(F)(F)F)=NN1C(=O)Cc1ccc([N+](=O)[O-])cc1 (stereo not drawn) | -3 | -1 | 0.45 | -1 | -1 | -9 | 9 | -10 | 0.0
CCOC(=O)N1CCN(C(=O)C(CC(C)C)NS(=O)(=O)c2ccc3c(c2)oc(=O)n3C)CC1 (stereo not drawn) | -6 | -10 | . | -3 | -14 | -14 | -13 | -4[20 µM] | -1.1
O=C(NCCCN1CCCC1=O)c1ccc(Cl)c(Cl)c1 | 2 | -1 | . | -2 | -1 | -14 | 5 | -25 | 0.7
Cc1ccc(Cl)cc1NC(=O)c1cnn2c1NC(c1ccco1)CC2C(F)(F)F (stereo not drawn) | 2 | -6 | -0.73 | -1 | -33 | -3 | -6 | -2[20 µM] | -1.3
COC(=O)c1[nH]c(C)c(/C(O)=C2\C(=O)C(=O)N(CCN3CCOCC3)C2c2cccnc2)c1C (stereo not drawn) | 6 | -4 | 0.39 | 3 | -11 | -6 | 2 | -19[20 µM] | 0.7
Cc1[nH]c2ccccc2c1/C=N/n1cnnc1 | 5 | 2 | . | -3 | -14 | 1 | 8 | -10 | 1.9
N/C(CC(=O)NC1CCCCC1)=N\OCC(=O)Nc1ccc(Cl)c(Cl)c1 | 4 | 4 | -0.54 | 0 | 1 | 4 | 17 | -26 | 1.2
O=C(NCCNCc1cccs1)c1ccccc1F | -2 | -4 | 0.52 | 1 | -4 | -7 | -1 | -23 | 0.4
CN(C(=O)CSC1=Nc2ccccc2C2=NC(c3ccccc3)C(=O)N12)C1CCCCC1 (stereo not drawn) | 2 | 10 | . | 4 | -16 | 0 | 19 | -14[20 µM] | -2.3
CC(C)CC[n+]1ccn(-c2nc3ccccc3nc2[N-]S(=O)(=O)c2ccccc2)c1 | -9 | 2 | -0.74 | 1 | -17 | 1 | 15 | -5[20 µM] | -0.2
NS(=O)(=O)c1ccc(CCNCc2cc(Br)ccc2OCc2ccccc2)cc1 | 1 | 5 | -1.6 | -2 | -22 | -2 | 17 | -15 | -0.5
O=C(OCC(=O)N1CCN(C(=O)c2ccco2)CC1)c1ccccc1Cc1ccccc1 | -6 | 1 | -1.9 | 0 | -20 | 1 | 11 | -12 | -1.4
Clc1ccc(CSC2=NCCCN2)cc1Cl | 2 | 4 | 0.033 | 0 | -14 | 4 | 15 | -25 | 0.1
CCOc1cc(/C=N/NC(=O)CSc2nncn2C)ccc1OCC(N)=O | 4 | -2 | -0.7 | 0 | -2 | -3 | 4 | -23 | 0.4
CCCCc1ccc(-c2csc(/C(C#N)=C/c3ccc(C)o3)n2)cc1 | 8 | 2 | 0.17 | -2 | 5 | -1 | 17 | -2[20 µM] | -0.3
Cc1ccc(CNC(=O)Cc2csc(Nc3nc(=S)[nH]c4ccccc34)n2)cc1 | 4 | 6 | 9.7* | 3 | -163 | 4 | 19 | -22[20 µM] | 0.2
Cc1cc(C(=O)NCc2cc(C(=O)O)co2)co1 | 7 | -2 | 0.16 | -1 | 1 | 1 | 7 | -25 | 0.0
Cc1ccc(/C=C(\C#N)c2nc3ccccc3[nH]2)s1 | -4 | -1 | . | 5 | -3 | 0 | 17 | 3[20 µM] | -1.0
O=Cc1cn(CC(=O)Nc2ccc3c(c2)OCO3)c2ccccc12 | 0 | 1 | 0.81 | 1 | -2 | 3 | 7 | -20 | 0.1

A portion from the list above:
SMILES | p97 inhibitor | FXIa inh | Cl transport mod | Wee1 degr inh | hK5 inh | Thrombin inh | FXIIa inh | Furin inh | PERK inh
O=C(OCC(=O)N1CCN(C(=O)c2ccco2)CC1)c1ccccc1Cc1ccccc1 | -6 | 1 | -1.9 | 0 | -20 | 1 | 11 | -12 | -1.4
Clc1ccc(CSC2=NCCCN2)cc1Cl | 2 | 4 | 0.033 | 0 | -14 | 4 | 15 | -25 | 0.1
CCOc1cc(/C=N/NC(=O)CSc2nncn2C)ccc1OCC(N)=O | 4 | -2 | -0.7 | 0 | -2 | -3 | 4 | -23 | 0.4
CCCCc1ccc(-c2csc(/C(C#N)=C/c3ccc(C)o3)n2)cc1 | 8 | 2 | 0.17 | -2 | 5 | -1 | 17 | -2[20 µM] | -0.3
Cc1ccc(CNC(=O)Cc2csc(Nc3nc(=S)[nH]c4ccccc34)n2)cc1 | 4 | 6 | 9.7* | 3 | -163 | 4 | 19 | -22[20 µM] | 0.2

Carrying on:
SMILES | p97 inhibitor | FXIa inh | Cl transport mod | Wee1 degr inh | hK5 inh | Thrombin inh | FXIIa inh | Furin inh | PERK inh
CC(NC(=O)c1ccc(Cl)cc1)c1nnc(SCc2ccc([N+](=O)[O-])cc2)n1C (stereo not drawn) | -1 | 1 | 0.084 | 0 | -13 | -2 | 17 | -20 | 1.1
COC(=O)N/N=C/c1cc(Cl)c(OCc2ccc(F)cc2)c(OC)c1 | -1 | 1 | 0.36 | -2 | -7 | -9 | 2 | -8 | 0.7
CC1(C)OC(=O)C(=NNc2ccc(C(=O)O)cc2)C(=O)O1 | 3 | 2 | 0.88 | 0 | 3 | -4 | 11 | 4 | 0.5
CCOCCn1c(CN2CCc3ccccc3C2)nc2c1c(=O)n(C)c(=O)n2C | 2 | 1 | -0.11 | 5 | -2 | -4 | 8 | -21 | -0.4
CCOC(=O)CC(=O)CSc1ccc2nnc(-c3cccc(F)c3)n2n1 | 4 | 0 | -1.1 | -2 | -4 | -5 | 2 | -31 | 0.0
CCOC(=O)C1=C(Nc2ccc(Cl)cc2)OCC1=O | 6 | -1 | . | 1 | -3 | -4 | 0 | -5 | -0.7
O=C(CNc1ccc2ccccc2c1)N/N=C/c1ccc([N+](=O)[O-])o1 | -3 | 16 | -1.4 | 0 | 36 | 18 | 26 | 10 | -0.7
CCOc1ccc(-n2c(-c3ccc(OC)cc3)c[n+]3c2CCCCC3)cc1 | 8 | 3 | 0.97 | -3 | -10 | -7 | 14 | -22 | 0.5
Cc1ccc(-c2c(C(=O)NCc3ccc(F)cc3)oc(=O)c3ccccc23)cc1 | -5 | 4 | 0.11 | 2 | -13 | -5 | 9 | -1 | -0.7
O=C(CCCOc1ccc(Cl)cc1Cl)NCc1ccncc1 | -3 | -2 | 1.3 | 2 | . | -8 | 4 | -21 | 0.4
CN(CC1CCOCC1)C(=O)CC1C(=O)NCCN1Cc1cccc(Oc2ccccc2)c1 (stereo not drawn) | -2 | 0 | -0.71 | 0 | . | 1 | 6 | -18 | 0.8
Cc1cc(C)cc(OCc2nnc(N)s2)c1 | 4 | -2 | 0.36 | -1 | 0 | -8 | 4 | -6 | 0.1
Cc1ccc(OCC(O)CN2C(=O)NC(C)(C)C2=O)cc1C (stereo not drawn) | 5 | -4 | 0.51 | 5 | -2 | -1 | 6 | -21 | 0.6
Cc1cccc(Nc2nnc(SCC(=O)Nc3ncc(C(F)(F)F)cc3Cl)s2)c1C | 3 | 3 | -3.6* | -2 | -6 | -15 | 8 | -18 | 0.9
COC(=O)c1[nH]c2ccc(Cl)cc2c1NC(=O)Oc1ccccc1 | 1 | 2 | 0.46 | 0 | -32 | 0 | 11 | -11[20 µM] | -0.3
CC(C)C[C@H](NC(=O)c1nc[nH]c1C(=O)N[C@@H](CC(C)C)C(=O)OC(C)(C)C)C(=O)OC(C)(C)C | . | -1 | 0.98 | . | 1 | -3 | 7 | -17 | .
O=C(O)CCS(=O)(=O)Cc1cccc(Cl)c1 | -1 | -7 | 1.7 | -1 | -2 | -16 | -14 | -32 | -0.9
Cc1cccn2c(CN3CCCN(C=O)CC3)c(C(=O)N(C)CCc3ccccc3)nc12 | 1 | -7 | 1.4 | 6 | -7 | -16 | -4 | -17 | -0.2
CCN(CC)CC(=O)N1c2ccccc2CCc2ccc(NC(=O)c3cc(OC)c(OC)c(OC)c3)cc21 | 0 | -3 | 0.95 | 3 | 1 | 2 | 14 | -17 | -0.1
COc1ccc2c(c1)C1=NN(/C(C)=C/C(C)=O)C(c3cccc(F)c3)C1CC2 (stereo not drawn) | 0 | 0 | -1.4 | -1 | -15 | -7 | 5 | -15 | -0.5
COC(=O)c1ccc(NC(=S)Nc2ccc3ccccc3c2)cc1 | 1 | -11 | 0.17 | 3 | -17 | 12 | 5 | -14[20 µM] | -0.8
CC(C)=CCCC1=CCC(/C=N/NC(N)=O)C(C)C1 (stereo not drawn) | -7 | -4 | 0.079 | -1 | -7 | 1 | 4 | -24 | 0.6
Cc1ccccc1NC(=O)COC(=O)Cc1ccsc1 | 10 | -2 | 0.26 | 2 | -4 | -4 | 0 | -18 | 1.5
Oc1[nH]c2ccccc2c1N=Nc1nc2ccccc2s1 | 10 | -4 | 6* | 0 | 30 | 12 | 4 | -6[20 µM] | 1.0
CC(=O)c1ccc2noc(-c3ccccc3)c2c1 | 2 | -5 | 0.035 | 3 | -2 | -5 | 5 | -4 | 0.0
O=C(OC1CCOC1=O)c1cc(-c2ccc(Br)cc2)nc2ccccc12 (stereo not drawn) | 2 | -6 | 0.34 | -4 | 1 | -7 | -3 | -5[20 µM] | 0.5
CC(/C=N/NC(=O)c1cc(-c2ccc(Cl)cc2)nc2ccccc12)=C\c1ccco1 | -3 | 0 | -0.29 | -1 | -13 | -5 | -13 | -3[20 µM] | -2.1
C/C(CCC(C)C)=N\NC(=O)COc1ccccc1-c1ccccc1 | -1 | -6 | -0.69 | 4 | -9 | -8 | 5 | -20 | -0.2
COc1cc(NC(=O)CCc2ccccc2)nc(OC)n1 | -3 | 1 | 0.33 | 2 | 0 | 4 | 14 | -17[20 µM] | 0.9
COc1cccc(OCCSc2nc(C)c(Cc3ccccc3)c(=O)[nH]2)c1 | 4 | 3 | -0.25 | -3 | 10 | -5 | 7 | -30 | 1.8

Screening results: PubChem, several laboratories
